# M1 ag: human M1 muscarinic receptor agonists, primary screen, Fluo-8 calcium fluorescence, CHO-K1 cells, HTS | Muscarinic acetylcholine receptor M1 (Homo sapiens), P11229 | CHO-K1 hM1, agonist mode; 0% DMSO, 100% acetylcholine EC100 | activation, % at 3 µM | 360,000 tested, 0.33% active;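 active = activation above the run's mean compound activation plus 3 SD, cut at about 16% in these data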;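 note: peak over basal fluorescence ratio within a 140 s kinetic read after compound addition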
# Target sequence (P11229 whole entry, looked up): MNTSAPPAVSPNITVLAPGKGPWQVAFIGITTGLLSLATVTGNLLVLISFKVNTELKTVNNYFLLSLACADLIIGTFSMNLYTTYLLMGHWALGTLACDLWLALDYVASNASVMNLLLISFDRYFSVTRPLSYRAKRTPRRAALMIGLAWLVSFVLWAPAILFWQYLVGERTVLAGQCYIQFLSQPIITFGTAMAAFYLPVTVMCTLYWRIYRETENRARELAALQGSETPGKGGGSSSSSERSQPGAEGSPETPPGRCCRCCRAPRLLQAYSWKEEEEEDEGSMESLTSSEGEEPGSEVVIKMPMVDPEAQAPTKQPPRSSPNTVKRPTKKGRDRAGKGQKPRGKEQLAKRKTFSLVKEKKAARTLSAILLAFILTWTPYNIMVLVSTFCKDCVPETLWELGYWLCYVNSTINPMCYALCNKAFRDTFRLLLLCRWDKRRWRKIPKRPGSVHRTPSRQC
# CHO parental Ca: ATP-evoked calcium signal inhibitors, parental CHO, primary screen, counter-screen for OX1R antagonist project, cell-based, fluorescence, Fluo-8 calcium dye; parental CHO-K1, ATP-induced calcium, Fluo-8 fluorescence; inhibition, % at 5.6 µM; 330,000 tested, 0.63% active; AID 463079, 2010;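 active = inhibition above that plate's mean sample inhibition plus 3 SD, cut at about 26% in these data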;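 note: 0% = ATP-challenged DMSO wells and 100% = DMSO wells without ATP; some compounds past the cut are filed as inactive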
#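 Assay system: parental CHO cells; Read-out basis: percent inhibition of ATP-evoked calcium rise, normalized to controls; Benchmarks: ATP and no-ATP DMSO wells; Compound dosing: single nominal dose of 5.6 µM per compound; Signal: Fluo-8 calcium dye fluorescence; Also added: ATP as calcium-mobilizing challenge; Repeats: singlicate.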
# TAAR1 ag: human TAAR1 agonists, primary screen, Fluo-8 calcium fluorescence, CHO RD-HGA16 cells; vehicle wells 0%, saturating PEA agonist 100%; 360,000 tested, 0.99% active; Trace amine-associated receptor 1 (Homo sapiens), Q96RJ0; AID 624467, 2012; activation, % at 3 µM;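 active = activation above the mean activation of all test compounds in the run plus 3 SD, cut at about 38% in these data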
# Target sequence (Q96RJ0 whole entry, looked up): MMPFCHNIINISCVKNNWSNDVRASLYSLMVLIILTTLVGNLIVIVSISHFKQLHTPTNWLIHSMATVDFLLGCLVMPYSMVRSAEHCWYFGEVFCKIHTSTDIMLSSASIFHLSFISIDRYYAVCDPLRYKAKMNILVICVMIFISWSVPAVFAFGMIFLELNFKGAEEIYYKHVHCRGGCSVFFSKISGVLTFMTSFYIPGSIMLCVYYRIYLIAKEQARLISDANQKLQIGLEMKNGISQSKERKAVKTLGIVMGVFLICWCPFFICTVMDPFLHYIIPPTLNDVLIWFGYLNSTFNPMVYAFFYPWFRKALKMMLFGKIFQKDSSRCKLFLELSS
#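 Assay system – CHO-derived RD-HGA16 cells with stable Gα16 and human TAAR1 · Compound dosing – one-point dosing at 3 µM (nominal) · Incubation – 17-24 h seeding, 75 min 37 °C dye, 30 min RT · Measured by – kinetic Fluo-8 calcium fluorescence · Control set – DMSO vehicle as 0%, PEA at EC100 as 100% · Repeats – single well for each compound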
# CHO-K1 Ca ag: counter-screen for M1 agonists: effect in parental CHO-K1 cells. Fluo-8 calcium fluorescence; scaled to maximal ATP response, vehicle zero. activation, % at 3 µM. 360,000 tested, 0.48% active. AID 602248, 2012; in the data active = activation above about 15%;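 note: untransfected CHO-K1 host cells lacking M1 receptor as counterscreen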
# CHO-K1 Ca PAM: nonselective calcium activators in parental CHO-K1 cells, primary screen, counter-screen for M1 PAM project, cell-based, Fluo-8 calcium fluorescence, full deck, 1536-well | ATP EC20; 0% at ATP EC20, 100% at ATP max | activation, % at 3 µM | 360,000 tested, 0.02% active | AID 602247, 2012;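 active = activation above the run cutoff, the mean activation of all test compounds plus 3 SD, cut at about 40% in these data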;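 note: peak over basal fluorescence ratio in a 140 s read after ATP addition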
# OXTR potentiator: human OXTR potentiators, primary screen, fluorescence, CHO-OTR cells, Fluo-8 calcium; Oxytocin receptor (Homo sapiens), P30559; Fluo-8 calcium fluorescence, potentiator mode; 0% = oxytocin EC15, 100% = EC100; activation, % at 3 µM; 320,000 tested, 0.061% active; AID 2445, 2010;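 active = activation above that plate's cutoff, the mean activation of tested compounds plus 3 SD, cut at about 6.6% in these data, passing the limit was not always enough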;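 note: 100% uses oxytocin at 75 nM as the full agonist control; some results filed as inactive read as strong as hits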
#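 Assay system: CHO cell line stably expressing human OTR. Reagent: EC15 oxytocin agonist. Dosing: single dose, 3.0 µM nominal final compound concentration. Timing: compound 6 min at room temperature before oxytocin, 100 s read. Signal: kinetic Fluo-8 calcium fluorescence. Controls: oxytocin EC15 low and EC100 high.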
# CHO-K1 Ca antag: M1 antagonist counterscreen hit in parental CHO-K1 cells; inhibition, % at 3 µM; ATP-induced calcium, Fluo-8 fluorescence; 360,000 tested, 0.6% active;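 active = inhibition above a per-plate cutoff, the plate's mean sample inhibition plus 3 SD, cut at about 24% in these data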;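 note: 0% = DMSO plus EC80 ATP and 100% = DMSO alone without ATP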
# M1 antag: human M1 muscarinic receptor antagonists, primary screen, CHO-K1 cells, Fluo-8 calcium fluorescence, 1536-well; Muscarinic acetylcholine receptor M1 (Homo sapiens), P11229; CHO-K1 hM1, ACh EC80 antagonist; inhibition, % at 3 µM; 360,000 tested, 1.3% active; AID 588852, 2011;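 active = percent inhibition above its own plate's cutoff, namely the mean of that plate's compound wells plus 3 SD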;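 note: peak over basal fluorescence ratio during 140 s after agonist addition; 0% = ACh EC80 plus DMSO and 100% = DMSO alone without agonist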
# TAAR1 antag: human TAAR1 antagonists, primary screen, Fluo-8 calcium fluorescence, CHO RD-HGA16 cells; Trace amine-associated receptor 1 (Homo sapiens), Q96RJ0; antagonist; inhibition, % at 3 µM; 360,000 tested, 1.5% active; AID 624466, 2012;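 active = inhibition above a per-plate cutoff, the mean inhibition of test compounds on that plate plus 3 SD, cut at about 49% in these data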;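 note: 0% = DMSO plus EC80 beta-PEA response and 100% = DMSO alone without agonist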
#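 Test system: RD-HGA16 CHO cells with stable hTAAR1 and Gα16 / Probe or stimulus: EC80 β-phenethylamine stimulus / Times: seeding 17-24 h prior, 75-min 37 °C, 30-min RT dye loading / Detection: Fluo-8 calcium-sensitive fluorescence / Read-out basis: % inhibition scaled between DMSO and EC80 PEA controls / Repeats: singlicate, one well per test compound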
# Starred values were filed as active, the others as inactive; . = no result given.
SMILES,M1 ag,CHO parental Ca,TAAR1 ag,CHO-K1 Ca ag,CHO-K1 Ca PAM,OXTR potentiator,CHO-K1 Ca antag,M1 antag,TAAR1 antag
Cc1cc2nc3n(c2cc1C)CC1CC(C(=O)NCc2ccccc2)N(C)C31 (stereo not drawn),-9,-11,5,1.6,24,-9,-3,-5,17
Oc1ccc(C(=S)N2CCCCCC2)cc1,-3,4,-1,-0.1,-5,-3,19,-2,7
CC1CCCCN1C(=O)CSc1nnc(-c2cccs2)o1 (stereo not drawn),8,-7,8,0.5,-10,-8,9,0,-6
OC1(c2ccc3c(c2)OCO3)CCN(Cc2ccc(F)cc2)CC1,-5,-11,4,0.4,11,2,-11,-5,0
O=C(CSc1nc2c(c(=O)n1-c1ccccc1)SCC2)N1CCN(c2ccccc2)CC1,-5,-10,-3,-0.1,21,-3,-5,-15,-45
COc1ccc(C(=O)N2CCN(c3ccc(N4CCOCC4)nn3)CC2)cc1OC,-5,8,1,1.0,-2,-16,4,-14,0
CC(C)(C)OC(=O)N1CCC(NC(=O)c2nc[nH]c2C(=O)NCC(=O)OCc2ccccc2)CC1,1,-4,25,8.8,-4,-16,7,32,70*
COc1ccc(OCCOCCN2CCOCC2)cc1,-9,-3,-1,0.3,11,-4,-1,-4,-6
O=C(c1ccc(Cl)cc1)C1CCN(C(=O)N2CCOCC2)CC1,0,-13,0,1.1,0,-4,-3,0,11
COCCCNC(=O)c1ccc([N+](=O)[O-])c(Cl)c1,1,-6,2,0.7,6,5,7,-1,-12
Cc1ccc(S(=O)(=O)N2CCN(C(=O)CSc3ncc(C(F)(F)F)cc3Cl)CC2)cc1,-3,-22,1,0.2,8,-12,-11,-2,-2
O=C(O)CCCC(=O)Nc1ccn(-c2ccccc2)n1,-2,7,0,0.2,13,-3,-1,-23,-7
O=C(NCc1ccco1)C(c1ccncc1)N(C(=O)Cn1nnc2ccccc21)c1ccccc1F (stereo not drawn),-2,-24,2,-0.4,3,-2,-12,6,4
COc1cc(CC2C(=O)Nc3ccccc32)cc(C)c1O (stereo not drawn),0,-8,2,0.4,-1,-9,-3,-9,15
CCc1nc2ccccc2c(C(=O)OCc2nc3ccccc3c(=O)[nH]2)c1C,-1,-30,5,0.2,-3,-1,-11,17,34
Clc1ccccc1C1CC(c2ccccc2)=Nc2ccccc2N1 (stereo not drawn),-1,-25,7,0.2,10,-5,-14,7,25
Cc1ccc2nc(-c3ccc(NC(=S)NC(=O)CC(C)C)cc3)sc2c1,-1,-4,4,0.1,-8,0,18,-11,-9
Cc1ccc(CC2(C)C(=O)Nc3c(Cl)ccc(Cl)c32)cc1 (stereo not drawn),-5,.,13,-0.6,1,.,-15,-3,32
CCN(CC)CCCNC(=O)Cn1ncc2c(=O)oc3ccc(C)cc3c21,-9,-7,2,0.3,13,-2,-1,-11,-25
c1ccc(Oc2ccc(-c3ccnc4nc(N5CCOCC5)nn34)cc2)cc1,-12,-19,12,0.5,1,1,14,0,-26
O=C(COc1ccc(Br)cc1)Nc1ccccc1C(=O)NC1CC1,-4,20,1,1.9,16,-7,-9,-1,4
COc1cc(OC)cc(-c2cc(N)n(S(=O)(=O)c3cccc4nsnc34)n2)c1,-2,4,4,1.6,9,-9,-6,-10,-5
CC(=O)N/C(=C\c1ccccc1)C(=O)OCC(=O)N(C)C1CCCCC1,-2,-3,-1,0.1,9,-7,-3,-14,4
COc1cc(/C(C)=N/N2CCN(Cc3ccc(C)cc3)CC2)ccc1O,-2,-10,0,0.1,-9,-10,14,13,-2
O=C(/C=C/c1cccc(Br)c1)NC1CCN(Cc2ccccc2)CC1,-6,-24,4,2.8,7,-21,-20,-11,-2
Clc1ccc(CO/N=C/c2c(-c3ccccc3)nc3n2CCS3)c(Cl)c1,-2,-39,2,-0.6,-6,0,13,-3,-6
COC(=O)c1ccc(NC(=O)Cn2cnc3c(nnn3-c3cccc(OC)c3)c2=O)cc1,10,-10,2,-0.1,14,-1,-13,-18,2
CCN(CC)c1ccc(C(=O)NN)cc1,-5,-7,0,-0.1,10,0,-5,-10,3
N=c1ccn(Cc2c(Cl)cccc2Cl)cc1,-8,7,3,4.3,16,-9,-5,-6,-23
CC(C)CCNC(=O)C(=O)NCc1ccccc1,-4,-6,-1,-0.2,7,-9,-2,-13,-11
Cc1noc(NS(=O)(=O)c2ccc(NC(=O)C(Cl)(Cl)Cl)cc2)c1C,-1,1,2,0.7,2,-1,-6,-12,-1
CC(C)(C)C(=O)CSc1nnc(Nc2ccccc2)s1,-2,-20,0,4.2,10,-22,-10,-5,9
COc1ccc(Oc2c(OC)cc([N+](=O)[O-])c3ncccc23)cc1,-2,.,-2,-0.8,-1,.,-2,4,6
CC1CN(C(=O)C(C)OC(=O)c2ccc3ncsc3c2)CC(C)O1 (stereo not drawn),1,-7,1,0.2,3,1,-11,-8,-19
CC(C(=O)Nc1ccc2c(c1)OCCO2)N(C)Cc1c(F)cccc1Cl (stereo not drawn),-4,-36,5,3.5,16,-13,-18,2,16
Cc1c(Cl)cccc1NC(=O)CSc1nnc(CCNC(=O)OC(C)(C)C)o1,-4,-16,1,0.9,10,-16,6,3,-8
FC(F)Sc1ccc(NC2=NCCCCC2)cc1,-9,-2,2,4.3,7,-4,3,19,-5
COc1ccc(C[C@H]2CN3C(=NC[C@@H]3C(C)C)N2C[C@H](C)NC(=O)c2ccc(C)c(Br)c2)cc1,-11,-11,15,0.3,-9,-8,2,10,-3
COCCNC(=O)C1CCCN(C(=O)c2cc(C(C)(C)C)nn2C)CC1 (stereo not drawn),2,.,1,0.0,-3,.,5,-7,-12
CCC(C)(C)C1CCc2c(sc(NC(=O)c3cccs3)c2C(N)=O)C1 (stereo not drawn),-2,-13,8,0.2,8,-3,0,12,-2
O=C(NCc1ccccc1F)c1cccc(S(=O)(=O)NCc2ccccc2)c1,9,0,0,4.1,17,-11,-5,11,-14
CN(C)c1ccc(/C=N/NC(=O)C(O)c2ccc(Br)cc2)cc1 (stereo not drawn),0,-2,9,0.8,26,-18,-19,-18,-10
O=C(NCCN1C(=O)S/C(=C\c2ccc(Cl)cc2)C1=O)c1ccc(F)c(S(=O)(=O)N2CCOCC2)c1,-5,-21,3,1.0,14,-11,-8,-3,-6
O=C(NC(c1ccccc1)c1ccc2ccccc2n1)C1CCN(CCOc2ccc(Cl)cc2)CC1 (stereo not drawn),-6,.,14,0.9,7,.,-11,-7,-8
CN(c1ncc(C(F)(F)F)cc1Cl)n1cc(C(N)=O)c2ccccc2c1=O,-3,-10,2,0.3,19,-9,-8,-11,6
CCOc1ccc(S(=O)(=O)NCc2cccnc2)cc1NC(=O)c1ccccc1,-3,.,11,1.4,-22,.,14,10,23
COc1ccc(Nc2ccc(N3C(=O)CC(C)C3=O)cc2[N+](=O)[O-])cn1 (stereo not drawn),-1,12,5,2.4,11,2,-10,-10,-3
Cc1cc(=O)oc2cc(OCC(=O)Nc3nnc(CC(C)C)s3)ccc12,-3,-10,1,0.1,-2,-8,17,-2,-9
COc1ccc(N2CC(C(=O)Nc3nnc(SCc4cccnc4)s3)CC2=O)cc1 (stereo not drawn),-2,-7,1,-0.4,-11,2,9,-13,-12
CCC(=O)Nc1ccc(C(=O)N2CCN(C(=O)c3ccco3)CC2)cc1,-5,14,15,0.1,8,-2,1,2,6
COc1cccc(C2C(C#N)=C(N)N(N(C)C)C3=C2C(=O)CC(C)(C)C3)c1 (stereo not drawn),-2,-6,2,0.2,-3,-5,-10,-10,1
O=C(Cc1ccon1)c1ccc(O)cc1O,1,.,1,0.0,-11,.,-13,-2,-20

# Reformatted with two lines to a compound: 11 of the compounds above.
# Sequence of screens: M1 ag | CHO parental Ca | TAAR1 ag | CHO-K1 Ca ag | CHO-K1 Ca PAM | OXTR potentiator | CHO-K1 Ca antag | M1 antag | TAAR1 antag
CCN(CC)c1ccc(C(=O)NN)cc1
  -5 | -7 | 0 | -0.1 | 10 | 0 | -5 | -10 | 3
N=c1ccn(Cc2c(Cl)cccc2Cl)cc1
  -8 | 7 | 3 | 4.3 | 16 | -9 | -5 | -6 | -23
CC(C)CCNC(=O)C(=O)NCc1ccccc1
  -4 | -6 | -1 | -0.2 | 7 | -9 | -2 | -13 | -11
Cc1noc(NS(=O)(=O)c2ccc(NC(=O)C(Cl)(Cl)Cl)cc2)c1C
  -1 | 1 | 2 | 0.7 | 2 | -1 | -6 | -12 | -1
CC(C)(C)C(=O)CSc1nnc(Nc2ccccc2)s1
  -2 | -20 | 0 | 4.2 | 10 | -22 | -10 | -5 | 9
COc1ccc(Oc2c(OC)cc([N+](=O)[O-])c3ncccc23)cc1
  -2 | . | -2 | -0.8 | -1 | . | -2 | 4 | 6
CC1CN(C(=O)C(C)OC(=O)c2ccc3ncsc3c2)CC(C)O1 (stereo not drawn)
  1 | -7 | 1 | 0.2 | 3 | 1 | -11 | -8 | -19
CC(C(=O)Nc1ccc2c(c1)OCCO2)N(C)Cc1c(F)cccc1Cl (stereo not drawn)
  -4 | -36 | 5 | 3.5 | 16 | -13 | -18 | 2 | 16
Cc1c(Cl)cccc1NC(=O)CSc1nnc(CCNC(=O)OC(C)(C)C)o1
  -4 | -16 | 1 | 0.9 | 10 | -16 | 6 | 3 | -8
FC(F)Sc1ccc(NC2=NCCCCC2)cc1
  -9 | -2 | 2 | 4.3 | 7 | -4 | 3 | 19 | -5
COc1ccc(C[C@H]2CN3C(=NC[C@@H]3C(C)C)N2C[C@H](C)NC(=O)c2ccc(C)c(Br)c2)cc1
  -11 | -11 | 15 | 0.3 | -9 | -8 | 2 | 10 | -3

# Bioassay records (PubChem BioAssay)
